Bioassay records deposited in PubChem BioAssay by National Center for Advancing Translational Sciences (NCATS).
RGS4 inh – Inhibitors of Regulator of G Protein Signaling (RGS) 4: qHTS; Potency, µM (series often up to 114 µM), inactives show top-dose activity change, negative = inhibition, actives largely listed as inhibitors; Transcreener GDP fluorescence polarization, RGS4-accelerated GTP hydrolysis; AID 504845, 2011; Regulator of G-protein signaling 4 (Homo sapiens), P49798; 390,000 tested, 0.039% active; note: % is set by controls: 0 for no effect and ±100 for the full control effect; nearly all actives have a fitted effect of over 75% in size; some results filed as inactive show a strong effect at the top dose
Target sequence (P49798 whole entry, looked up): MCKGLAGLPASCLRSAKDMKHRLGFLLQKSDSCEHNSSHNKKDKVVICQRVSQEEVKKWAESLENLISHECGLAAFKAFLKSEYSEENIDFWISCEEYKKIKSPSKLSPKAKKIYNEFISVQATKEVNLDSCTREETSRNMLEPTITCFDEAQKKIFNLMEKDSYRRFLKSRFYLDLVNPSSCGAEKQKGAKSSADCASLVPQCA
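MLSMR compounds (23 nl, pin-transferred) preincubated 10 min at room temperature with a 500nM (2x) first reagent, then RGS4 at 900nM (2x) plus Transcreener GDP mix added; fluorescence polarization (620/688 nm) read before and after 90 min at 30 °C.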
PGK inhibitor – qHTS Assay to Find Inhibitors of Phosphoglycerate Kinase; PGK/GAPDH coupled, Kinase-Glo luminescence, 60 min; 380,000 tested, 0.043% active; Potency, µM (doses to about 57.5 µM), inactives show top-dose activity change, negative = inhibition, actives largely listed as inhibitors; Phosphoglycerate kinase, glycosomal (Trypanosoma brucei brucei), P07378; AID 602233, 2012; note: % is set by controls: 0 for no effect and ±100 for the full control effect; nearly all actives have a fitted effect of over 60% in size
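Luminescent ATP detection (Kinase-Glo Plus) follows a 60-minute room-temperature incubation, with wells lacking PGK as controls. Buffer: 100 mM TEA (pH 7.6), 5 mM MgCl2, 0.01% Tween-20. Coupling enzyme GAPDH (100 nM final) supplies unstable 1,3-BPG in-well.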
GLS inh – qHTS for Inhibitors of Glutaminase (GLS). Potency, µM (series often up to 45.5 µM), for inactives: at the highest dose activity change, negative = inhibition, most hits filed as inhibitors. AID 624170, 2012. 410,000 tested, 0.21% active. GLS enzymatic activity, qHTS titration; note: % is set by controls: 0 for no effect and ±100 for the full control effect
Target sequence (O94925 whole entry, looked up): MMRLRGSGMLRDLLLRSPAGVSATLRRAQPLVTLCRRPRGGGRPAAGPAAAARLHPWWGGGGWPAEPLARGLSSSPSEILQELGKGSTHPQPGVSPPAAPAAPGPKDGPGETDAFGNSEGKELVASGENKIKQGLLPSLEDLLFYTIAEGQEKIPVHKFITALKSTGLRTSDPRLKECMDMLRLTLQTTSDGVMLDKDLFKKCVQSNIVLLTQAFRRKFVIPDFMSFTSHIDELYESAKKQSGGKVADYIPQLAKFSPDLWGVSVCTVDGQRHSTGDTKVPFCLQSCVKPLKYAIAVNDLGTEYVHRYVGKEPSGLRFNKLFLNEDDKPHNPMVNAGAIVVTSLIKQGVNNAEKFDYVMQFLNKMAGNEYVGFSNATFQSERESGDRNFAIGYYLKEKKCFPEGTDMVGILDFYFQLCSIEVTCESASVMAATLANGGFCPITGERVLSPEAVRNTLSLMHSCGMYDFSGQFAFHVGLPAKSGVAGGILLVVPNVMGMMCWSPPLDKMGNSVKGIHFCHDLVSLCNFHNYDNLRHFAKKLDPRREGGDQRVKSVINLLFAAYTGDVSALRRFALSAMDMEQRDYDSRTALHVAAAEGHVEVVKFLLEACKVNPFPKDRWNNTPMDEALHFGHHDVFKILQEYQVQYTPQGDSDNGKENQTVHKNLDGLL
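hKGA in 45 mM KH2PO4 (pH 8.2), 0.02% Tween-20 with compound, then 1mM L-Glutamine (stock as added) plus glutamate oxidase/HRP/Amplex red coupling mix. Fluorescence read initially and after 30 min at RT; signal change reflects glutamate formation.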
Pin1 inhibitor – qHTS Assay to Find Inhibitors of Pin1 | Pin1 FP peptide displacement, HiFluor488, 10 min | Potency, µM (series often up to 115 µM), for the others: at the highest dose activity, negative = inhibition, most hits filed as inhibitors | 390,000 tested, 0.009% active | AID 504891, 2011; active = well fitted inhibition curve with a large enough effect in the polarisation, with a control signal flat, not every such curve was filed as active; inconclusive = small, poorly fitted or top-dose-only effect, or effect the other way, or a change in a side signal; inactive = no such curve, though single readings can be large or run the other way; the % refers to the polarisation; note: % is set by controls: 0 for no effect and ±100 for the full control effect
rTrxR1 inhibitor – qHTS Assay for Inhibitors of Mammalian Selenoprotein Thioredoxin Reductase 1 (TrxR1): qHTS; Thioredoxin reductase 1, cytoplasmic (Rattus norvegicus), O89049; recombinant rTrxR1, NADPH fluorescence consumption, selenite substrate; Potency, µM (top dose mostly 114 µM), for the others: at the top dose activity change, negative = inhibition, usual class: inhibitors; 390,000 tested, 1% active; note: % is set by controls: 0 for no effect and ±100 for the full control effect; nearly all actives have a fitted effect of over 65% in size
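Rat TrxR1 (90 nM in the dispensed reagent) was pre-reduced with 400 uM NADPH for 5 min at room temperature, then incubated with compound for 15 min. After 400 uM selenite was added, NADPH fluorescence (Ex 340/Em 450 nm) was followed for 8 min.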
ERG-DNA inh – qHTS for Small Molecule Inhibitors of the ERG Ets/DNA interaction; Transcriptional regulator ERG (Homo sapiens), P11308; fluorescence polarization, His-ERG Ets domain / labelled DNA; Potency, µM (series often up to 76.9 µM), for inactives: top-dose FP activity, negative = inhibition, actives largely listed as inhibitors; 370,000 tested, 0.028% active; AID 624246, 2012; active = well fitted inhibition curve with a large enough effect in the polarisation, with a control signal flat; inconclusive = small, poorly fitted or top-dose-only effect, or effect the other way, or a change in a side signal; inactive = no such curve, though single readings can be large or run the other way; the % refers to the polarisation;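 note: polarization taken with two DNA probes labelled with fluorescein and Texas red; % of control where 0% means no effect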
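His-tagged ERG Ets domain (1 uM in the protein solution; 300mM KCl, 50mM Tris-HCl, 1mM EDTA, 1mM DTT, pH 7.5) received compound, then a probe mix of 5 nM fluorescein-DNA and 100nM Texas-615-DNA. Fluorescence polarization was read for both dyes.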
JMJD2A Tudor – qHTS Assay for Inhibitors of JMJD2A-Tudor Domain; AlphaScreen JMJD2A-Tudor / H3K4me3 peptide binding; Lysine-specific demethylase 4A (Homo sapiens), O75164; Potency, µM (highest dose often 114 µM), without a hit: at the top dose activity change, negative = inhibition, hits mostly inhibitors; 390,000 tested, 4.4% active; AID 504339, 2011; note: % is set by controls: 0 for no effect and ±100 for the full control effect; nearly all actives have a fitted effect of over 50% in size
HP1b chromo inh – HTS for Inhibitors of HP1-beta Chromodomain Interactions with Methylated Histone Tails. Potency, µM (top dose mostly 114 µM), for the others: at the top dose activity change, negative = inhibition, most hits filed as inhibitors. AlphaScreen HP1-beta / biotin-H3K9me3 peptide binding. 390,000 tested, 0.56% active. Chromobox protein homolog 1 (Homo sapiens), P83916; note: nearly all actives have a fitted effect of over 70% in size; inactives centre near 23
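Compound inhibition of the preformed complex between 50 nM HP1-beta and 50 nM biotinylated H3K9me3 peptide was read by AlphaScreen. Buffer was PBS pH 7.4 with 0.01% Tween-20. Incubations ran 30 min at room temperature, with 10 ug/mL donor/acceptor beads.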
12-LOX inh – Primary qHTS assay for inhibitors of human arachidonate 12S-lipoxygenase (ALOX12): Round 2. purified 12hLO, xylenol orange hydroperoxide absorbance. Potency, µM (top dose mostly 108 µM), for the others: at the highest dose activity change, negative = inhibition, actives largely listed as inhibitors. 580,000 tested, 1.1% active; note: % is set by controls: 0 for no effect and ±100 for the full control effect
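Purified human 12hLO at 150 nM in 25 mM Hepes, 0.01% Triton X-100, pH 7.0, preincubated 15 min at room temperature with compound. Reaction started with 40 uM arachidonic acid, 30 min at room temperature. Hydroperoxide measured by Fe-xylenol orange, 573/405 nm absorbance ratio.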
An asterisk follows results filed as active; i = inactive; ? = inconclusive; · = no result given; & = joins results of further samples; [ ] = another dose, or the depositor's remark. Unless noted, calls come from the whole dose curve; as a rule, active = well fitted curve in the direction sought with a large enough effect; inconclusive = small, poorly fitted or top-dose-only effect, or another doubt; inactive = no such curve, though single readings can be large; an effect the other way counts as inactive or inconclusive. Potency is the fitted concentration of half-maximal effect. A portion of the library; rates above refer to the full screens.

no.	canonical_smiles	RGS4 inh	PGK inhibitor	GLS inh	Pin1 inhibitor	rTrxR1 inhibitor	ERG-DNA inh	JMJD2A Tudor	HP1b chromo inh	12-LOX inh
1	Cc1cccc(C(=O)c2c(N)sc3c2CCC(C)C3)c1 (configuration not stated)	-45%	-5%	3%	-5%	-25%	-7%	?	?	?
2	Cc1nn2c(-c3cccc(NC(=O)CSc4nc5ccccc5o4)c3)nnc2c2ccccc12	?	-1%	-4%	?	25%[57.1 µM]	-2%	-28%	3%	22%
3	O=c1c2c3c(sc2nc2n1N=C(c1cccs1)CS2)CCCC3	5%	4%	2%	5%	23%	-1%	-3%	15%	0%
4	O=C1CCC(C(=O)N2CCSCC2)CN1CCc1cccc(F)c1 (configuration not stated)	-11%	2%	0%	-5%	-18%	-3%	0%	27%	0%&14%
5	CCNC(=S)N(CCN(C)C)Cc1cc2cc3c(cc2[nH]c1=O)OCO3	24%	-7%	11%	-4%	-17%	0%	-14%	39%	2%
6	CC(=O)c1ccc2noc(-c3ccc(F)cc3)c2c1	-23%	-8%	2%	?	1%[57.1 µM]	0%	-2%	32%[activator]	-1%
7	CCOC(=O)c1nnn2c3ccccc3c(=O)n(C)c12	4%	-10%	6%	7%	12%[57.1 µM]	-2%	-8%	2%	311%[activator]
8	CN(Cc1nc2ccccc2n1C)C(=O)c1cccs1	9%	i	-4%	-17%	11%	0%	-23%	17%	0%
9	CCOC(=O)N1CCC(N2Cc3cccc(C(=O)Nc4cccc(F)c4)c3C2=O)CC1	16%	-8%	11%	-2%	10%[57.1 µM]	8%	-8%	2%	-4%
10	CCOc1ccc(NC(=O)CN(C)C(=O)Cn2cnc3c2c(=O)n(C)c(=O)n3C)cc1OCC	-10%	-4%	-6%	-6%	-8%	0%	1%	22%	?
11	CCOc1ccc(NS(=O)(=O)c2ccc(C(=O)N(C)C)s2)cc1	17%	-6%	1%	1%	-5%[57.1 µM]	2%	-4%	27%	-4%
12	N[C@@H]1CONC1=O	14%[56.9 µM]	·	-3%	·	-11%[57.1 µM]	·	·	·	-6%[57.4 µM]
13	CCCc1nn2c(=O)c(C(c3ccc(C)cc3)c3c(O)nc4sc(CCC)nn4c3=O)c(O)nc2s1	-10%	-4%	8%	14%	-29%	6%	-12%	15%	?
14	COCCOC(=O)c1c(C)oc2ccc(OC(=O)c3ccc4c(c3)OCO4)cc12	-7%[11.4 µM]	-4%	-8%	19%	20%[57.1 µM]	5%	33%[57.1 µM]	45%[activator]	0%
15	COc1cc(C2C(C#N)=C(N)N(N(C)C)C3=C2C(=O)CCC3)cc(OC)c1OC (configuration not stated)	-3%	1%	7%	-1%	8%[57.1 µM]	32%[activator]	-11%	20%	23%
16	O=c1cc(CSc2nnc(COc3ccccc3)o2)c2ccccc2[nH]1	-3%	-10%	8%	1%	-8%	6%	?	10%	-17%
17	Nc1ccc(SC(F)(F)F)cc1C(=O)c1ccccc1	3%	-6%	3%	0%	-3%	-4%	3%	50%[activator]	-28%
18	CC(=O)Oc1ccccc1-c1nc(/C=C/c2ccccc2)no1	-16%	6%	-14%	1%	8%[57.1 µM]	45%[activator]	109%[activator]	184%[activator]	6%
19	O=C(CCC(=O)OCC(=O)c1cccc([N+](=O)[O-])c1)NC1CCCCC1	14%	1%	4%	3%	-9%	0%	-9%	53%[activator]	?
20	CCC(Oc1ccccc1)C(=O)N1CC(C)CC(C)C1 (configuration not stated)	-52%[56.9 µM]	-6%	2%	-3%	-1%	1%	1%[57.1 µM]	9%	-5%
21	Cc1ccc(NC(=O)COC(=O)c2c(C)nn(-c3ccccc3)c2C)cc1	-24%	i	-9%	1%	12%	-9%	-7%	39%[activator]	-29%
22	Cc1cccc2sc(NC(=O)C3CCN(C(=O)c4ccco4)CC3)nc12	14%	8%	-14%	0%	-6%	1%	-20%	-8%	?
23	CN1CCN(NC(=O)c2cc(-c3ccccn3)nc3ccccc23)CC1	-18%	-4%	-15%	1%	10%[57.1 µM]	-13%	-10%	32%	-9%
24	CCn1c(Cc2ccccc2)nnc1SCC(=O)Nc1ccccc1F	0%	3%	3%	1%	17%	-5%	12%	32%	-1%
25	O=C(O)CN1C(=O)SC(Nc2ccc(C(=O)O)cc2)C1=O (configuration not stated)	-36%	-8%	-1%	0%	-3%	2%	-4%	35%	13%
26	COc1ccc(NS(=O)(=O)c2ccc(C)c(C(=O)O)c2)cc1	14%	-3%	6%	-2%	7%	·	-4%	13%	-25%
27	CCOCC(=O)N1CCc2ccccc21	-29%	-5%	-2%	8%	5%[57.1 µM]	1%	-7%	35%	0%
28	CCOc1ccc(OCCCC(=O)N(C)CC(=O)Nc2ccccc2Br)cc1	-21%	4%	2%	-4%	19%	-5%	-4%	24%	4%
29	COC(=O)c1cc(C(=O)c2ccc(C(C)(C)C)cc2)c[nH]1	8%	-1%	-4%	2%	1%[57.1 µM]	-4%	-23%	-3%	?
30	Cc1ccc(S(=O)(=O)Nc2cccc3c2O[C@H](CN(C)Cc2ccc(-c4ccccc4)cc2)[C@@H](C)CN([C@H](C)CO)C3=O)cc1	-28%	-8%	-1%	16%	0%	-2%	-32%	57%[activator]	-4%
31	Cn1cc(C(=O)Nc2ccc(C#N)cc2)c2ccccc2c1=O	-10%&-11%	-4%&-3%	-13%&10%	-4%&-4%	8%[57.1 µM]	-13%&-5%	-2%&-18%	3%&19%	4%&1%
32	COc1ccc(-n2cc(-c3ccccc3)c3c(NC4CCCCC4)ncnc32)cc1	5%	-3%	-9%	-1%	-10%[57.1 µM]	1%	?	-20%	-20%
33	CCOC(=O)C1=C(C)OC(N)=C(C(=O)OCC)C1c1ccncc1 (configuration not stated)	-10%[11.4 µM]	i	-6%	-2%	-5%	1%	-2%[11.4 µM]	5%	0%
34	COc1ccccc1OCc1nnc(SCC(=O)N2CCCC2)o1	-14%	i	-2%	-7%	24%	15%	-10%	24%	19%
35	CCOC(=O)c1ccccc1NC(=O)CCOc1ccccc1	1%	-1%	-2%	-2%	11%	4%	98%[activator]	171%[activator]	-12%
36	CCOc1ccc2nc(NC(=O)CN3CCC(n4nnc5cc(C(F)(F)F)ccc54)CC3)sc2c1	-37%	-8%	18%	48%[activator]	11%	-3%	-21%	21%	-19%
37	COc1ccc(C(=O)C2CCCN(C(=O)c3cccc(Cn4cccn4)c3)C2)cc1F (configuration not stated)	3%	i	-3%	-5%	30%	-11%	-23%	45%[activator]	0%
38	CC(=O)c1ccc(S(=O)(=O)N2CCN(C(C)=O)CC2)cc1	31%	-5%	-3%	-12%	9%[57.1 µM]	-8%	6%	20%	22%
39	CN(C)C(=O)c1cccn(Cc2cccc(C(F)(F)F)c2)c1=O	-4%	0%	-11%	-8%	7%	-12%	3%	29%	4%
40	C(=C\c1ccccn1)/c1ccncc1	-10%	0%	-2%	-9%	7%[57.1 µM]	-13%	-6%	29%	?
41	O=C1c2cccc3c(N4CCCCC4)ccc(c23)C(=O)N1c1ccccc1O	0%	i	10%	?	21%	55%[activator]	17%	73%[activator]	-150%
42	COc1ccc2c(c1)c1ncn(CCN3CCCCC3)c(=O)c1n2C	3%	-5%	13%	0%	29%	-1%	-13%	16%	0%
43	Cc1cc(C(=O)N/N=C/C=C/c2ccc([N+](=O)[O-])cc2)n[nH]1	10%	-1%	5%	?	-23%	-5%	-10%	25%	-3%
